High-throughput results from PubChem BioAssay.
Jurkat tox 60K – cytotoxicity toward Jurkat T cells, primary screen, cytotoxicity control, cell-based, Jurkat E6.1, 60K MLSMR library; Jurkat E6.1 viability, ATP luminescence, 48 h; inhibition, % at 4 µM; hit rate 1.2% among 56,000; AID 463, 2006;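 active means inhibition above the mean inhibition of all tested compounds plus 3 SD, cut at about 28% in these data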
M1 ag – M1 muscarinic receptor agonists, primary screen, CHO-M1 cells, Fluo-4 calcium, agonist mode; Fluo-4 calcium fluorescence; stronger effect = higher value; hit rate 3% among 64,000; B-score at 10 µM; AID 626, 2007; Muscarinic acetylcholine receptor M1;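 active means fluorescence rise, raw or as B-score row- and column-corrected plate score, outside the 99.7% band of its plate's samples, either direction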
TNAP act mid DEA – human TNAP enzyme activators, primary screen, biochemical, luminescent, intermediate phosphate acceptor level. Alkaline phosphatase, tissue-nonspecific isozyme (Homo sapiens), P05186. purified TNAP, CDP-star luminescence, 100 mM DEA, 30 min; stronger effect = higher value; scale: 0 levamisole-inhibited, 1 vehicle-only enzyme. activation factor at 20 µM. 64,000 tested, under 10 active. AID 813, 2007;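 active means activation factor of at least 2 at 20 µM, relative to controls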
D1 mod – D1 CRE-luciferase signal change, two-sided – cell-based, HEK293 D1, dopamine EC30, D1 allosteric modulator project, primary screen; B-score at 10 µM; D(1A) dopamine receptor (Homo sapiens), P21728; dopamine EC30 potentiation; actives deviate in either direction; hit rate 5.9% among 58,000;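 active means luminescence count or its row- and column-corrected plate score outside the 99.7% band of the plate's sample wells, on either side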
NADH enzymes – inhibitors of PK/LDH coupling enzymes, profiling panel, artefact control, biochemical, MLSMR library; IC50, µM (doses to about 10 µM), for inactives: at the highest dose inhibition; coupled PK/LDH NADH assays, four targets; hit rate 0.02% among 65,000;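 active means single-dose screening hits from any of four coupled enzyme assays that gave an IC50 when retested across doses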;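 further: the DPM-DC format reads NADH fluorescence rather than 340 nm absorbance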
tolC growth inh – growth inhibitors of E. coli tolC mutant, primary screen, strain BW25113 ΔtolC::kan, 384-well. OD615. growth inhibition, % at 10 µM (by protocol). hit rate 2.2% among 65,000. AID 573, 2007;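 active means growth inhibition at or above a cutoff equal to the mean over every tested compound plus 3 SD, cut at about 60% in these data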;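 further: growth measured after 20 h incubation at 37 °C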
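Test system: tolC-deleted E. coli BW25113; medium: LB with kanamycin 50 µg/mL; compound: single-point testing at 10 µM; incubation: 20 h compound exposure of bacteria at 37 °C; signal: OD at 615 nm; evaluation: growth inhibition in percent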
SF1 activator – activators of human SF-1, primary screen, cell-based, CHO-K1, Gal4-SF-1 LBD, luciferase luminescence. Steroidogenic factor 1 (Homo sapiens), Q13285. hit rate 1.9% among 65,000. CHO-K1 Gal4-SF-1 LBD luciferase reporter; % increase over DMSO SF-1-specific signal. activation, % at 10 µM. AID 522, 2006;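 active means activation above the mean activation of all tested compounds plus 3 SD, cut at about 50% in these data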
Target sequence (Q13285 whole entry, looked up, the tested form may be a part): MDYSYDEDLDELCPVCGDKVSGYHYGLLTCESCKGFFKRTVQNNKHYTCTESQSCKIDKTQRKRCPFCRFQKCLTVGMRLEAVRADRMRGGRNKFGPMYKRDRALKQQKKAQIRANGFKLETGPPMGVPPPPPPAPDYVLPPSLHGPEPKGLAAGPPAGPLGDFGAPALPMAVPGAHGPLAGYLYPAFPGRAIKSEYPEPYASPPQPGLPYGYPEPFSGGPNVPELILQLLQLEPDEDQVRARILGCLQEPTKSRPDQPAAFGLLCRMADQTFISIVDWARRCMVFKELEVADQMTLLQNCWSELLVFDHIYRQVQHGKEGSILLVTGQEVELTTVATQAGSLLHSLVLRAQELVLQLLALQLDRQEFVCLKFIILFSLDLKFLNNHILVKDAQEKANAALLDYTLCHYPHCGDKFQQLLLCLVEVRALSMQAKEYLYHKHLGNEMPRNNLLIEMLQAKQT
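Compound – one dose, 10 µM compound, 1% DMSO · Test system – transient Gal4-SF-1 LBD reporter, CHO-K1 · Input – 4,000 cells in each well · Read-out basis – percent activation relative to DMSO median and mock-transfected background · Replicates – single measurement per compound · Technique – steady-glow luciferase luminescence, read after 15 min reagent incubation · Timing – 20 h compound treatment, 37 °C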
M1 antag – antagonists of rat M1 muscarinic receptor; AID 628, 2007; B-score at 10 µM; CHO-M1 cells, Fluo-4 calcium, ACh EC80 antagonist mode; stronger effect = lower value; hit rate 3.4% among 64,000;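 active means calcium fluorescence response, raw or row-and-column corrected B-score, differing from the plate sample mean either way at a set confidence level, mostly lower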
Target sequence (P08482 whole entry, looked up): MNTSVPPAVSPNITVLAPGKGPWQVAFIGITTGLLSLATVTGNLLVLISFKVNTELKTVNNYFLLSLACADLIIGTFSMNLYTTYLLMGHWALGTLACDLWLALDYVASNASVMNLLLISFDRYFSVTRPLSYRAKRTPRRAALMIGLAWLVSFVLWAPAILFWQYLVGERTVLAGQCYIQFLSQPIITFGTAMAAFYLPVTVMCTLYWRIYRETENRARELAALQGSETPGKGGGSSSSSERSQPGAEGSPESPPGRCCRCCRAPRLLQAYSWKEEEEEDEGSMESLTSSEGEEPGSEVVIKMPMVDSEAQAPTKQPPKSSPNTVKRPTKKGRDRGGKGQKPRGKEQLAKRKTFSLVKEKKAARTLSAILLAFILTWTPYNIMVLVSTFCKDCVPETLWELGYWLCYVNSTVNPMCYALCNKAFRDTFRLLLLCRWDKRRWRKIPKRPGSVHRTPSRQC
HEK293 NFkB inh – inhibitors of PMA/ionomycin-induced NF-kB reporter, primary screen, antigen receptor NF-kB inhibitor project, cell-based, HEK-293 luciferase reporter, luminescence. HEK-293 NF-kB luciferase reporter. inhibition, % at 3 µM. hit rate 0.21% among 62,000. AID 465, 2006;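 active means inhibition above the mean of all tested compounds plus 3 SD, cut at about 40% in these data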;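 further: 0% = stimulated DMSO wells and 100% = 10 µM reference inhibitor 5653914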
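System – HEK-293 cells with stable firefly luciferase reporter driven by four HIV NF-kB elements · Doses – one dose, 3 µM · Schedule – 1 h compound pre-incubation, 16 h PMA/ionomycin at 37 °C · Technique – luminescence from luciferase substrate reagent · Measure – percent inhibition normalized per plate to DMSO and reference-inhibitor controls · Replicates – tested once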
Numbers without * were called inactive; / = no result given; [ ] = remark or other dose.

Second line of a record – Jurkat tox 60K	M1 ag	TNAP act mid DEA	D1 mod	NADH enzymes	tolC growth inh	SF1 activator	M1 antag	HEK293 NFkB inh
> CNC(=O)c1c[nH]n2c(=O)c(Cc3ccccc3F)c(C)nc12
    9	-0.11	1.1	-0.44	8%	10	-5	0.33	16
> CC(=O)c1ccccc1Oc1nc(CN2CCOCC2)nc2scc(-c3cccs3)c12
    6	0.18	1	0.02	3%	11	3	-2.3*	-3
> Cc1cc(C)n(-c2ccc(N3CCOCC3)nn2)n1
    11	0.54	0.8	0.35	3%	17	-5	-0.43	8
> COc1ccc2c(c1)cc1n2CCN2CCCN=C12
    -3	-1.5	0.9	/	12%	-21	-5	-1.5	13
> CCN(CC)CCn1c(NCc2cccc(OC)c2)nc2ccccc21
    /	-0.025	0.9	-0.18	5%	2	-3	-0.15	-14
> Cc1oc(-c2ccccc2F)nc1CS(=O)(=O)CC(=O)N1CCN(Cc2ccccc2)CC1
    5	-0.94	0.9	-0.67	3%	10	-1	-0.52	16
> CC(Sc1nnc(COc2ccc3ccccc3c2)n1C)C(=O)O (configuration not stated)
    -1	-0.3	0.9	/	6%	-27	7	0.083	14
> CCSc1nc(C)c(CC)c(C)c1C(N)=O
    11	0.24	0.9	0.91	3%	-10	-4	-0.026	12
> CCCCn1c(Cl)nc2c1c(=O)n(C)c(=O)n2C
    1	-0.21	0.9	0.04	18%	-1	-6	0.0085	5
> N#Cc1c(-c2ccccc2)nc(SCc2nc(N)nc(N3CCCCC3)n2)[nH]c1=O
    1	1.6	0.9	-3.2*	6%	44	-19	0.45	2
> O=C(Cn1ncc2c(=O)oc3ccccc3c21)N1CCCc2ccccc21
    -3	1.1	1	0.55	5%	17	-3	-0.95	18
> COC(=O)CNc1n[nH]c(=S)[nH]c1=O
    -3	1.4	0.9	0.56	7%	-24	-5	-0.054	21
> COc1ccc(S(=O)(=O)CCC(=O)N2c3ccccc3CC2C)cc1 (configuration not stated)
    1	-0.021	0.9	-0.58	2%	8	20	0.34	-22
> O=C(CSc1nnc(-c2ccco2)o1)c1ccc(F)c(F)c1
    -6	-0.036	1	0.098	5%	-13	-5	0.34	0
> CCCn1c(SCC(=O)NCCc2ccccc2)nnc1-c1ccccn1
    0	-0.9	0.9	-2.9	2%	8	9	-0.28	12
> O=c1c(O)c(-c2cccs2)oc2ccccc12
    -7	140*	0.8	0.71	4%[fluoresces]	2	-4	-1.6*	16
> CCOc1ccc(C(=O)Nc2cc(C)c3c(=O)oc4ccccc4c3n2)cc1
    -5	0.056	0.9	1.3	8%	5	11	0.015	-6
> CCOC(=O)c1c(C)n(C)c2ccc(OC)c(NC(=O)CCN3CCSCC3)c12
    /	0.13	0.9	-0.34	3%	8	-6	-0.011	/
> Cc1ccc(-c2c(C)n([O-])c3c([n+]2=O)CCCCC3)o1
    /	0.68	1	-0.097	3%	-4	16	-1.6	-4
> O=c1c2c3c(sc2n2cnnc2n1CCc1ccccc1)CCCC3
    -4	0.21	0.9	0.22	4%	10	-20	0.033	12
> Cc1ccc(CNS(=O)(=O)c2ccc3oc(C(=O)O)c(C)c3c2)cc1
    -1	-0.26	0.9	-0.07	6%	2	5	0.23	15
> NC(=O)C1(c2ccccc2)CCOCC1
    -3	-0.65	1	0.065	1%	-19	8	0.31	11
> Nn1c(Cc2ccccc2F)nnc1SCC(=O)N1CC(=O)Nc2ccccc21
    /	-0.15	0.9	-0.74	0%	7	6	-0.0009	6
> O=C1CSC(=S)N1CC1CCCO1 (configuration not stated)
    4	0.43	0.9	0.73	6%	-7	-21	0.67	13
> O=C1CC(c2cccs2)c2cc3c(cc2N1)OCO3 (configuration not stated)
    1	-0.12	0.9	0.023	5%	-4	9	-1	0
> Cc1ccc(S(=O)(=O)N2CCN(Cc3nc4ccccc4n3C)CC2)cc1
    -6	0.0025	1	0.75	5%	33	-2	-0.23	13
> Cc1cc(C)c(C)c(OCC(=O)NCC2CCCO2)c1 (configuration not stated)
    -4	0.045	0.9	0.47	2%	-7	1	-0.073	16
> NC(=O)CSc1nc2sc3c(c2c2ncnn12)CCCC3
    5	-1.6	0.8	0.85	4%	20	-3	-0.6	-20
> C/C=C/c1ccc(OCCCCN2C(=O)NC(C)(C)C2=O)c(OC)c1
    -4	0.095	0.9	0.11	6%	14	14	-0.23	8
> CCN1C(=O)c2n[nH]c(C(=O)OC)c2C1=O
    3	0.038	0.8	/	0%	-1	-15	0.039	0

Three of the entries above in order of their number in NADH enzymes, largest number first:
canonical_smiles | M1 ag | TNAP act mid DEA | D1 mod | NADH enzymes | M1 antag
O=C1CSC(=S)N1CC1CCCO1 (configuration not stated) | 0.43 | 0.9 | 0.73 | 6% | 0.67
Cc1ccc(S(=O)(=O)N2CCN(Cc3nc4ccccc4n3C)CC2)cc1 | 0.0025 | 1 | 0.75 | 5% | -0.23
NC(=O)C1(c2ccccc2)CCOCC1 | -0.65 | 1 | 0.065 | 1% | 0.31

Next compounds.
Second line of a record – Jurkat tox 60K	M1 ag	TNAP act mid DEA	D1 mod	NADH enzymes	tolC growth inh	SF1 activator	M1 antag	HEK293 NFkB inh
> CCn1c(CCNC(=O)c2ccc(OC)c(OC)c2)nc2ccccc21
    /	-0.56	0.9	-4.9*	4%	-1	-22	0.64	6
> O=C(O)c1ccccc1C(=O)Nc1ccccn1
    -1	1	1	0.5	6%	-20	-9	0.96	15
> O=C(CCn1c(=O)[nH]c2ccsc2c1=O)N1CC(=O)N(CCc2ccccc2)C(=O)C1
    /	0	0.9	0.11	5%	-8	-8	0.22	16
> S=C1SCN(Cc2ccccn2)CN1Cc1ccco1
    /	-0.34	0.9	/	5%	21	-12	0.65	27
> C/C(=N\O)C(=O)NCc1ccccn1
    1	-0.69	0.9	0.18	10%	-19	-8	1.5	8
> CCCOc1ccc(C(=O)N2CCN(c3ccc(N)cc3Cl)CC2)cc1
    -7	0.9	0.9	0.67	3%	12	-7	0.24	11
> O=C(CC1NC(=O)NC1=O)Nc1cccc2ccccc12 (configuration not stated)
    0	-1.3	0.9	0.39	7%	-10	-10	-0.011	10
> Fc1ccc(CN2CCSCC2)cc1Br
    -3	-0.43	0.9	-0.034	1%	2	1	0.28	9
> Cn1c(SCC(=O)Nc2sc3c(c2C#N)CCC3)nnc1C1COc2ccccc2O1 (configuration not stated)
    6	-0.37	0.9	1.1	5%	17	4	-0.19	20
> CCOC(=O)NC1(C(F)(F)F)C(=O)NC(C)=C1C#N (configuration not stated)
    /	0.024	0.9	/	3%	12	-6	0.24	/
> CC(NC(=O)Nc1ccccc1C(F)(F)F)C1CCCO1 (configuration not stated)
    0	-0.043	1.1	-0.35	3%	-10	-8	-0.55	20
> COc1ccc(S(=O)(=O)N2CCN(Cc3ccc4c(c3)OCO4)CC2)c2ccccc12
    -2	0.31	0.9	/	5%	25	-9	-1.2	4
> Cc1cc(C)c(C#N)c(SCS(=O)Cc2ccccc2)n1 (configuration not stated)
    5	-0.32	1	0.45	4%	55	-12	0.49	14
> c1ccc2c(c1)nc(NCC1CCCO1)c1nnnn12 (configuration not stated)
    -8	-0.73	0.9	2.9*	3%[fluoresces]	-4	37	-0.46	-1
> O=C(OCc1nnc(-c2ccccc2)o1)c1ccc(S(=O)(=O)NCc2ccco2)cc1
    -3	-0.86	0.8	-0.06	4%	6	-2	0.099	12
> COc1ccc(NS(=O)(=O)c2cc(C)ccc2NC(=O)c2cc(C)oc2C)cc1
    90*	-0.83	0.8	2.5	3%	87*	-35	-0.34	38
> Cc1cc(O)c(C(C)C)cc1N=C1CSC(=O)N1
    /	-0.34	0.9	-0.44	0%	21	8	-0.33	/
> CCCOc1ccc(C(=O)Nc2ccc(N3CCN(C(C)=O)CC3)cc2)cc1
    -2	0.87	0.8	3*	7%	10	11	0.0063	8
> COc1ccc2nc(SCC(=O)NC(C)C)[nH]c2c1
    -3	-0.91	0.9	-0.055	3%	-13	9	-0.68	9
> Cc1c(NC(=O)C(C)OC(=O)CC2Sc3ccccc3NC2=O)c(=O)n(-c2ccccc2)n1C (configuration not stated)
    3	0.00085	0.9	-0.28	1%	-8	-1	-0.23	11
> CCOC(=O)N1CCC(NC(=O)c2cc(C(=O)NCc3cccc(Cl)c3)ccc2CO)CC1
    10	0.68	0.9	-0.54	9%	-27	-14	0.91	12
> CCOC(=O)c1ccc(NC(=O)C2=C(C)Nc3nc(CCCO)nn3C2c2cccc(C)c2)cc1 (configuration not stated)
    /	-0.84	0.9	/	2%	-5	/	-0.34	/
> Cc1cccc(OCC(=O)N2CCN(C(=O)Cc3ccccc3)CC2)c1
    5	0.58	1	-0.15	1%	5	5	0.035	-4
> COc1ccc(C)cc1NC(=O)CN1CCN(c2ccccc2F)CC1
    2	0.053	1	1.2	2%	27	-6	-0.37	15
> CCOc1ccc(-c2nnn(CC(=O)c3ccc4c(c3)OCCO4)n2)cc1
    -8	-0.83	1	-0.66	0%	27	-13	0.041	16
> O=C(CN(Cc1cccs1)C(=O)CN1C(=O)COc2ccccc21)NCc1ccco1
    2	0.29	1	0.015	6%	-7	1	1.1	8
> COc1ccc(-c2cc(C(F)(F)F)n3nc(C(=O)N4CCOCC4)c(Cl)c3n2)cc1
    -9	1.8	0.8	-1.3	3%	8	-9	-0.57	7

Some of the entries so far, with bars between the fields.
mol | Jurkat tox 60K | M1 ag | TNAP act mid DEA | D1 mod | NADH enzymes | tolC growth inh | SF1 activator | M1 antag | HEK293 NFkB inh
CC(=O)c1ccccc1Oc1nc(CN2CCOCC2)nc2scc(-c3cccs3)c12 | 6 | 0.18 | 1 | 0.02 | 3% | 11 | 3 | -2.3* | -3
Cc1cc(C)n(-c2ccc(N3CCOCC3)nn2)n1 | 11 | 0.54 | 0.8 | 0.35 | 3% | 17 | -5 | -0.43 | 8
COc1ccc2c(c1)cc1n2CCN2CCCN=C12 | -3 | -1.5 | 0.9 | / | 12% | -21 | -5 | -1.5 | 13
CCN(CC)CCn1c(NCc2cccc(OC)c2)nc2ccccc21 | / | -0.025 | 0.9 | -0.18 | 5% | 2 | -3 | -0.15 | -14
Cc1oc(-c2ccccc2F)nc1CS(=O)(=O)CC(=O)N1CCN(Cc2ccccc2)CC1 | 5 | -0.94 | 0.9 | -0.67 | 3% | 10 | -1 | -0.52 | 16
CC(Sc1nnc(COc2ccc3ccccc3c2)n1C)C(=O)O (configuration not stated) | -1 | -0.3 | 0.9 | / | 6% | -27 | 7 | 0.083 | 14
CCSc1nc(C)c(CC)c(C)c1C(N)=O | 11 | 0.24 | 0.9 | 0.91 | 3% | -10 | -4 | -0.026 | 12
CCCCn1c(Cl)nc2c1c(=O)n(C)c(=O)n2C | 1 | -0.21 | 0.9 | 0.04 | 18% | -1 | -6 | 0.0085 | 5
N#Cc1c(-c2ccccc2)nc(SCc2nc(N)nc(N3CCCCC3)n2)[nH]c1=O | 1 | 1.6 | 0.9 | -3.2* | 6% | 44 | -19 | 0.45 | 2
